Vif-A3F inh – blocks the Vif interaction with APOBEC3F; HeLa A3F-eYFP + Vif (tagged APOBEC3F with the HIV-1 protein that degrades it), YFP fluorescence increase; Potency, µM (titrated, usually from 46.1 µM), inactives show at the highest dose activity, negative = active; actives 0.2% (n = 390,000); AID 602313; further: potency means the concentration at half of the fitted maximal effect; % of control where 0% means no effect; nearly all actives have a fitted effect of over 65% in size
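HeLa cells stably expressing Vif plus C-terminally eYFP-tagged A3F were seeded, incubated overnight at 37 deg C, dosed with compound, incubated overnight again at 37 deg C. Yellow fluorescence (Ex 488/Em 500-530) reported blocked Vif-mediated A3F-eYFP degradation.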
LDHA inh – inhibitors of human lactate dehydrogenase A; P00338; purified LDHA, NADH/diaphorase-resazurin fluorescence; hits give low values; activity change, % (values are at about 110 or 230 µM); actives 0.15% (n = 480,000); in the data active means activity change below about -30%; inconclusive means mostly about -25% to -30%;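 further: plate controls were DMSO wells for no effect and wells without enzyme for full effect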
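Resorufin fluorescence (ex540/em590), read at 0 and 20 min after diaphorase/resazurin addition, reports the NADH left after a 5 min room-temperature reaction of 2 nM human LDH5 with 0.06 mM NADH and 0.2 mM pyruvate.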
Vif-A3G inh – blocks the Vif interaction with human APOBEC3G. HeLa A3G-eYFP + Vif (tagged APOBEC3G with the HIV-1 protein that degrades it), YFP fluorescence, overnight. Q9HC16. AID 602310. actives 0.076% (n = 410,000). Potency, µM (titrated, usually from 46.1 µM), for inactives: at the highest dose activity, negative = active, most hits filed as inhibitors;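 further: potency means the concentration at half of the fitted maximal effect; on the % scale 0 is the no-effect control and ±100 the full control effect; nearly all actives have a fitted effect of over 60% in size; hits raise eYFP signal because A3G escapes Vif-driven loss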
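Read-out is eYFP fluorescence (Ex 488/Em 500-530) from Vif-expressing HeLa A3G-eYFP cells; more signal means A3G escaped Vif-mediated degradation. Cells plated overnight, compound pinned in, incubated overnight at 37 deg C.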
ERG Ets-DNA blk – inhibitors of human ERG Ets domain-DNA interaction | Potency, µM (titrated, usually from 76.9 µM), inactives show at the highest dose FP activity, negative = inhibition, hits mostly inhibitors | P11308 | actives 0.028% (n = 370,000) | fluorescence polarization, His-ERG Ets domain / labelled DNA | AID 624246; active means well fitted inhibition curve with a large enough effect in the polarisation, with a control signal flat; inconclusive means small, poorly fitted or top-dose-only effect, or effect the other way, or a change in a side signal; inactive means no such curve, though single readings can be large or run the other way; the % refers to the polarisation;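 further: polarization taken with two DNA probes labelled with fluorescein and Texas red; potency means the concentration at half of the fitted maximal effect; % of control where 0% means no effect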
Target sequence (P11308 whole entry, looked up, the tested form may be a part): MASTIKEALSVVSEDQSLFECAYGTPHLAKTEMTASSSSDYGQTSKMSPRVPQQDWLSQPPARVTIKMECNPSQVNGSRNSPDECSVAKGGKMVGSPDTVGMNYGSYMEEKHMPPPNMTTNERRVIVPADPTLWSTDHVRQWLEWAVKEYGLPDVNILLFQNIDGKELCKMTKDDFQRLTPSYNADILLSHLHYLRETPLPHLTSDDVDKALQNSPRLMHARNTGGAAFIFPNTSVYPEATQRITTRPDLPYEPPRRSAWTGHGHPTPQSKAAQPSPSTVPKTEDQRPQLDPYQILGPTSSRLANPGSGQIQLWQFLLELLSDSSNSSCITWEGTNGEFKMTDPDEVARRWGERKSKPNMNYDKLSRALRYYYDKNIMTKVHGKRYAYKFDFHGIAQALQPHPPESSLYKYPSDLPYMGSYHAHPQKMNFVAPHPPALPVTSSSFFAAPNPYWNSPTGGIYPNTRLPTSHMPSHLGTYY
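His-tagged ERG Ets domain (1 uM in the protein solution; 300mM KCl, 50mM Tris-HCl, 1mM EDTA, 1mM DTT, pH 7.5) received compound, then a probe mix of 5 nM fluorescein-DNA and 100nM Texas-615-DNA. Fluorescence polarization was read for both dyes.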
D2 antagonist – D2 dopamine receptor (human) antagonism. HEK293 TREx D2 cells, calcium flux, dopamine EC80. P14416. AID 485344. inhibition, % at 10 µM. actives 2% (n = 340,000); in the data active means inhibition above about 30%; further: 0% is about no effect
Target sequence (P14416 whole entry, looked up): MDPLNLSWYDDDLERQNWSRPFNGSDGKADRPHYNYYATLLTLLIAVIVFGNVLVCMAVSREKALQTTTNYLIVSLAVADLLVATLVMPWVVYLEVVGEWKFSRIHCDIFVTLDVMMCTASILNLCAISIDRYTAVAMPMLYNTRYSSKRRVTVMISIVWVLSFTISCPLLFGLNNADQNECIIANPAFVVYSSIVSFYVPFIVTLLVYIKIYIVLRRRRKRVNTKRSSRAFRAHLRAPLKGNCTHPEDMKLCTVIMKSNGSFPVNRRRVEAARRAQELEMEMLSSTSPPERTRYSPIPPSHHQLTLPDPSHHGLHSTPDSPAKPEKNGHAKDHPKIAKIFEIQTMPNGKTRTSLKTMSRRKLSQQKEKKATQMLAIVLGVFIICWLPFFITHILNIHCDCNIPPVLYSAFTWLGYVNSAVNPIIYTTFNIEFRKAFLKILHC
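Compounds are added to dye-loaded, induced HEK293 T-REx cells coupled to calcium release via D2; after a 3 min kinetic read an EC80 dopamine stimulus is given and fluorescence is recorded for 3 more min.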
RGS4 inhibitor – blocks human RGS4-accelerated GTP hydrolysis; P49798; Transcreener GDP fluorescence polarization, RGS4-accelerated GTP hydrolysis; Potency, µM (top dose mostly 114 µM), for inactives: at the top dose activity change, negative = inhibition, usual class: inhibitors; actives 0.039% (n = 390,000); AID 504845; further: potency means the concentration at half of the fitted maximal effect; on the % scale 0 is the no-effect control and ±100 the full control effect; nearly all actives have a fitted effect of over 75% in size; some results filed as inactive show a strong effect at the top dose
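MLSMR compounds (23 nl, pin-transferred) preincubated 10 min at room temperature with a 500nM (2x) first reagent, then RGS4 at 900nM (2x) plus Transcreener GDP mix added; fluorescence polarization (620/688 nm) read before and after 90 min at 30 °C.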
D2 agonist – activates the human D2 dopamine receptor; P14416; HEK293 T-REx D2 cells, calcium flux agonist mode; activation, % at 2 µM; actives 0.53% (n = 340,000); AID 485358;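 active means activation over 3 SD above normal in the single-dose calcium agonist read, cut at about 30% in these data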; further: 0% is about no effect
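In this primary screen, compounds producing a positive calcium signal within 180 s of addition to tetracycline-induced, force-coupled HEK293 Trex D2 cells are flagged; cells are dye-loaded with a no-wash calcium kit beforehand.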
GRP78 ERSR act – inducers of ER stress response in human glioma cells; actives 0.02% (n = 420,000); U87-MG GRP78 promoter luciferase reporter, 16 h; Potency, µM, inactives show at the highest dose activation, most hits filed as activators; AID 602332; further: potency means the concentration at half of the fitted maximal effect; series mostly up to about 76 µM; % of control where 0% means no effect; nearly all actives have a fitted effect of over 35% in size
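ERSR induction read as luciferase luminescence (Bright-Glo, 10 min at room temperature) in stably transfected human U87-MG glioma cells exposed to compounds for 16 h, using GRP78 as sensor.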
ALOX12 inh – ALOX12 (human) lipoxygenase inhibition. P18054. purified 12hLO, xylenol orange hydroperoxide absorbance. Potency, µM (doses to about 108 µM), for inactives: at the top dose activity change, negative = inhibition, hits mostly inhibitors. actives 1.1% (n = 580,000); further: potency means the concentration at half of the fitted maximal effect; on the % scale 0 is the no-effect control and ±100 the full control effect
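Purified human 12hLO at 150 nM in 25 mM Hepes, 0.01% Triton X-100, pH 7.0, preincubated 15 min at room temperature with compound. Reaction started with 40 uM arachidonic acid, 30 min at room temperature. Hydroperoxide measured by Fe-xylenol orange, 573/405 nm absorbance ratio.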
* marks the source's active call; other numbers are inactive results; ? = inconclusive; / = not tested or not shown; & = joins results of further samples; [ ] = dose if it differs, or a comment. Unless noted, the call rests on the fitted dose curve; in most records, active means well fitted curve in the direction sought with a large enough effect; inconclusive means small, poorly fitted or top-dose-only effect, or another doubt; inactive means no such curve, though single readings can be large; an effect the other way counts as inactive or inconclusive.

The first two records, to show the layout:
SMILES	Vif-A3F inh	LDHA inh	Vif-A3G inh	ERG Ets-DNA blk	D2 antagonist	RGS4 inhibitor	D2 agonist	GRP78 ERSR act	ALOX12 inh
CN(C(=S)NC(=O)c1ccc(F)cc1)C1CCCCC1	-3%	-7	-14%	-2%	2	-4%	0.1	7%	486%[activator]
COc1ccc(-n2c(=O)c3ccccc3n(CC(=O)NC3CCCCC3)c2=O)cc1	-1%	0	-4%	1%	3	4%	-0.1	-4%	-10%

This part in full, previewed entries included:
SMILES	Vif-A3F inh	LDHA inh	Vif-A3G inh	ERG Ets-DNA blk	D2 antagonist	RGS4 inhibitor	D2 agonist	GRP78 ERSR act	ALOX12 inh
CN(C(=S)NC(=O)c1ccc(F)cc1)C1CCCCC1	-3%	-7	-14%	-2%	2	-4%	0.1	7%	486%[activator]
COc1ccc(-n2c(=O)c3ccccc3n(CC(=O)NC3CCCCC3)c2=O)cc1	-1%	0	-4%	1%	3	4%	-0.1	-4%	-10%
COc1ccc(S(=O)(=O)NC(C)C(=O)NCc2ccccn2)cc1Cl (stereo not given)	-5%	-3	0%	-11%	-1	2%	0.3	-3%	-11%
O=C(NO)c1ccccc1O	-1%	-6	-3%	6%	13	13%	-2.3	-2%	?
CC(C)(C)S(=O)(=O)c1cnc(N2CCCCC2)nc1N	-1%	-8	0%	14%	15	12%	1.1	0%	0%
CC1CCN(C(=S)c2cccc([N+](=O)[O-])c2)CC1	0%	-7	10%	-6%	-10	-21%	-0.3	-1%	-16%
COc1cc2c(cc1NC(=S)Nc1cccc(C)c1)oc1ccccc12	-12%	4	-4%	-1%	-3	-7%	0.1	4%	0%
c1ccc(-c2nn3c(-c4ccccc4)nnc3o2)cc1	2%	-11	0%	/	/	/	/	0%	18%
CCOC(=O)C1=C(C)N(c2ccccc2)C(=O)/C1=C\c1ccc(O)c(OC)c1	0%	10	-15%	-9%	5	-8%[11.4 µM]	-0.6	-18%	?
CSc1ccccc1OCc1cc(C(=O)N2CCN(C3CCCC3)C(=O)C2)no1	-5%	-3	-1%	10%	0	8%	-0.1	8%	-4%
CCCC(=O)Nc1ccc(NC(=O)c2ccco2)c(OC)c1	-1%	-6	-4%	2%	6	-11%	0.0	-2%	25%
CCC1CCC2(CC1)NC(=O)N(CC(=O)NCc1ccc(Cl)cc1)C2=O (stereo not given)	4%	-5	0%	7%	/	-12%	/	-1%	-10%
CCOC(=O)COc1cc(=O)n(CC)c2ccccc12	-13%	-5	0%	-13%	-2	2%	0.2	-5%	36%[activator][57.4 µM]
Cc1cc(F)cc(-c2cc(C(=O)NCC3CCCCC3)[nH]n2)c1	/	-8	-1%	/	/	/	/	-5%	?
C=CCOc1ccc(C[C@H](N)C(=O)NC[C@H]2O[C@@H](n3ccc(N)nc3=O)[C@H](O)[C@@H]2O)cc1	-4%	-2	-3%	/	/	/	/	-5%	-6%
COc1cccc(CN(C(=O)c2ccccc2Br)C2CCS(=O)(=O)C2)c1 (stereo not given)	6%	-1	-1%	6%	13	-5%	0.3	-3%	0%
Fc1cccc(/C=N/n2c(C3CCCCC3)n[nH]c2=S)c1	-19%	-3	0%	4%	-40	-21%	2.3	-1%	?
NS(=O)(=O)c1ccc(CCNc2nc(C(F)(F)F)nc3ccccc23)cc1	-22%	-8	1%	2%	2	-12%	-1.7	-7%	-1%
CCOC(=O)c1c(C)nc(-c2ccccc2)nc1N	8%	-3	0%	6%	1	-32%	0.6	9%	1%
O=C(CC1Sc2ccc(C(F)(F)F)cc2NC1=O)Nc1ccc(Cl)c(C(F)(F)F)c1 (stereo not given)	6%	-3	-20%	?	/	5%	3.6	-7%	0%
CC(=O)Nc1nnc(SCC(=O)NCc2ccc3c(c2)OCO3)s1	-1%	-8	8%	0%	-1	14%	0.5	0%	14%
COC(=O)c1ccc(OC)c(CN2CCCN(Cc3cc(C)ccc3C)S2(=O)=O)c1	?	0	3%	8%	9	-32%[56.9 µM]	0.8	-1%	0%
CCOc1ncccc1C(=O)OCC(=O)NCCc1ccc(OC)cc1	-3%	-4	-4%	-9%	-7	-2%	-0.6	-9%	-25%
CC(C)C(C(=O)NCc1ccco1)N(CC1CCCO1)C(=O)CNS(=O)(=O)c1ccccc1 (stereo not given)	-9%	-4	-4%	-4%	23	-4%	-2.8	-4%	-1%
Cn1cc(C(=O)N2CCN(c3ccccc3)CC2)c(=O)c2cc(S(=O)(=O)N3CCCC3)ccc21	-4%&1%	-2&-2	1%&5%	-3%&0%	-3	17%&0%	3.1&2.5	-5%&-3%	-9%&-2%
O=C(NCC1CCCCC1)c1cccc(S(=O)(=O)NCc2cccnc2)c1	-4%	0	-1%	6%	-4	-27%	0.5	-3%	0%
Cc1nc(-c2ccccc2)sc1-c1ccnn1C	0%	-7	1%	5%	2	0%	1.4	0%	0%
CC1(C)OC(C)(C)/C(=C/Nc2ccccc2)C1=O	-6%	0	3%	-6%	10	6%	-5.3	-2%	6%
CC(=O)c1ccccc1OCCCOc1cccc2cccnc12	1%	0	-2%	-6%	/	-5%	/	1%	13%
C=CCNC(=O)c1onc(CSc2cc(C)ccc2C)c1C(=O)O	-4%	-4	2%	3%	6	6%	0.4	-3%	-14%
Cc1nn(Cc2ccccc2)c(Cl)c1C(=O)OCc1nnc(-c2ccccc2)o1	-2%	-2	2%	3%	6	-9%	0.0	-5%	0%
CCCN(CCC)CCNC(=O)C1(O)c2ccccc2NC(=O)N1c1cccc(OC)c1 (stereo not given)	5%	-4	2%	-12%	3	16%	0.7	-2%	0%
Oc1[nH]c2ccccc2c1N=Nc1c(F)c(F)c(F)c(F)c1F	25µM*	-3	-27%	/	/	-7%	/	3%	-23%
CC(NC(=O)C12CC3CC(CC(O)(C3)C1)C2)c1ccc(Cl)cc1Cl (stereo not given)	12%	-2	-1%	12%	-2	-7%	2.9	-2%	-10%
CCN(CC)S(=O)(=O)c1ccc(C(=O)Nc2nc3ccc(Cl)cc3s2)cc1	1%	0	-1%	1%	/	3%	0.3	-3%	-21%
Cc1ccc(C2=[N+]([O-])C(C)(C)N(O)C2(C)C)cc1	-14%	-13	2%	1%	-7	-10%	-0.9	0%	-9%
Cc1cc(-c2csc(N)n2)c(C)n1Cc1ccco1	11%	2	1%	9%	5	-53%[56.9 µM]	0.4	-3%	-28%
O=C(COc1nncc2ccccc12)Nc1ccc(Br)cc1F	9%	-10	1%	1%	-3	3%	0.7	-6%	-5%
COc1cc(CCNC2=CC(=O)c3ncccc3C2=O)ccc1O	-28%	12	-8%	4%	/	15%	/	-9%	-25%
CCO[C@@H]1OC(C(=O)NCc2nc3ccccc3[nH]2)=C[C@H](c2ccc(C(F)(F)F)cc2)[C@H]1CCCO	7%	4	-18%	2%	4	5%	0.2	-6%	7%
CC1=C(c2ccc(C)cc2)S(=O)(=O)N(Cc2ccc(C(=O)Nc3ccc(F)cc3C)cc2)C1=O	/	-2	/	0%	/	-24%	0.5	/	-12%
c1ccc(NCCC2OCC3(CO2)COC(CCNc2ccccc2)OC3)cc1 (stereo not given)	5%	-3	3%	6%	/	-9%	/	-6%	0%
Cc1ccc(N2CCN(C(=S)Nc3ccccc3C)CC2)cc1	-1%	1	-2%	9%	-1	-14%	0.4	-2%	19%
CC(C)N(Cc1nc(-c2ccccc2)no1)C(=O)c1ccc2c(c1)OCO2	-2%	-4	1%	-4%	31*	-1%	-2.6	-4%	-48%
COc1ccc(C(=O)OCC(=O)NCc2ccco2)cc1OC	/	1	1%	-9%	0	0%	0.2	2%	11%
O=C1CC(c2ccco2)CC2=C1C(c1ccncc1)n1nc(C(F)(F)F)nc1N2 (stereo not given)	/	3	-2%	/	/	-14%	/	-3%	/
CCN(C(=O)CSc1nc2ccccc2[nH]1)c1ccccc1	2%	-2	1%	3%	/	-12%	-0.6	2%	-14%
O=C(NCCC1=CCCCC1)C1CCN(S(=O)(=O)c2ccccc2)CC1	0%	-5	2%	1%	-8	-3%	0.6	-2%	-8%
O=C(NCCc1c[nH]c2ccccc12)/C(=C\c1cccnc1)NC(=O)c1ccccc1Br	10%	-12	-2%	15%	-3	14%	-0.1	-1%	-22%
COc1cccc(-n2c(SCC(=O)NC3CCCC3)nnc2-c2ccco2)c1	-5%	-5	1%	7%	-2	-18%	-0.4	0%	0%[57.4 µM]
O=C(Nc1cccc(C(F)(F)F)c1)C1CCCN(S(=O)(=O)c2cccc3nonc23)C1 (stereo not given)	-5%	-4	-8%	2%	/	-15%	0.9	-1%	-21%
Clc1cccc(N2CCN(c3ncnc4nc[nH]c34)CC2)c1	-13%	13&-4	2%	-6%	9	10%	0.8	0%	24%&-3%
COc1cc(NC(=O)COc2cc(O)c3c(c2)OC(C)(C)CC3=O)cc(OC)c1OC	5%	7	2%	3%	21	-19%	0.7	-2%	1%
Cc1ccc(C(=O)CSc2nnc(-c3ccco3)n2CC2CCCO2)cc1 (stereo not given)	2%	-3	0%	4%	-16	-14%	0.1	-2%	-2%
Cc1ccccc1NC(=O)Cc1cccc(C(F)(F)F)c1	-20%	-10	3%	-3%	8	26%	-0.3	-3%	-1%

Source: PubChem (National Center for Advancing Translational Sciences (NCATS))

An excerpt. The share of hits here may be higher or lower than overall.
